High-throughput results deposited in PubChem by several laboratories.
PG9 Ab binder – binders of HIV-1 gp120 antibody PG9, primary screen, biochemical, TR-FRET | HIV-1 gp120 / PG9 antibody interaction | TR-FRET gp120-PG9 antibody binding | inhibition, % at 6.7 µM | 360,000 compounds, 0.43% hits | AID 624416, 2012; in the data active = inhibition above about 8.5%
NR1D1 modulator – modulators of Rev-erb alpha DNA binding, primary screen, biochemical, FITC-DNA, fluorescence polarization, uHTS. activity, % at 10 µM. AID 1259318, 2017. 370,000 compounds, 0.79% hits. Nuclear receptor subfamily 1 group D member 1 (Homo sapiens), P20393. Rev-erbα–FITC-DNA binding, 90 min;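 active = activity above about 14%, limit read from the data; passing the limit was not always enough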;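 note: 0% = DMSO wells with 35 nM protein and 100% = DMSO wells with 750 nM protein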
Target sequence (P20393 whole entry, looked up): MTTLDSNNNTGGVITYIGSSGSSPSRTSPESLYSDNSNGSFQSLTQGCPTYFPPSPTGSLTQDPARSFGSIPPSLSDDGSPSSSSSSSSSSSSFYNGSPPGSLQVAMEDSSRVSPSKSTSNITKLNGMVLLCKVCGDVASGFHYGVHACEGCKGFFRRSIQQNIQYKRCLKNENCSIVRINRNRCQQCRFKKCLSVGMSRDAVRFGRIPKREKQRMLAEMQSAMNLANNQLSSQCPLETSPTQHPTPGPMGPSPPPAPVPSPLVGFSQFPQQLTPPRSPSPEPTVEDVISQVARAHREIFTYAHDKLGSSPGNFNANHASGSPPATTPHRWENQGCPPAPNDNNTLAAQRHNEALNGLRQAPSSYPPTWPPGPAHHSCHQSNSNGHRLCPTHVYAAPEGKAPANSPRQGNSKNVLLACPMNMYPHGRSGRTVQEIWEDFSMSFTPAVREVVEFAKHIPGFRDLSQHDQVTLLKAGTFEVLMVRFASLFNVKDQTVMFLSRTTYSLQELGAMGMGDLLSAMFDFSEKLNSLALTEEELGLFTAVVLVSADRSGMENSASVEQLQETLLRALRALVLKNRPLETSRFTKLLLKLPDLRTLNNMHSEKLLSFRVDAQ
SMARCA2 act – SMARCA2 (BRM) function activators, primary screen, cell-based, luminescence, high throughput | activation, % at 9.1 µM | 370,000 compounds, 1% hits | AID 652017, 2013 | MG213 cells, MMTV-luciferase reporter, dexamethasone, overnight; in the data active = activation above about 7.8%;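 note: 0% = vehicle wells and 100% = reference activator wells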
ssDAF-12 act – S. stercoralis DAF-12 nuclear receptor activators, primary screen, cell-based, luminescence, HEK293, GRIP1 co-expression, lit1-tk-luc; Nuclear hormone receptor DAF-12 (Strongyloides stercoralis); HEK293 ssDAF-12/GRIP1 lit1-tk-luc reporter; % of 3 µM dafachronic acid response; activation, % at 6.8 µM; 370,000 compounds, 1% hits;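 active = activation above the mean over all tested compounds plus 3 SD, cut at about 0.9% in these data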;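 note: 0% = DMSO-only wells and 100% = 3 µM delta7-dafachronic acid wells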
hcDAF12 agonist – H. contortus DAF-12 nuclear receptor activators, primary screen, cell-based, luminescence, HEK293, lit1-tk-luc reporter; HEK293 hcDAF-12 lit1-tk-luc reporter; 0% DMSO, 100% Δ7-dafachronic acid; activation, % at 6.8 µM; 370,000 compounds, 1.4% hits;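 active = activation above the mean of all tested compounds plus 3 SD, cut at about 5.5% in these data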;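 note: 100% = response to 3 µM Δ7-dafachronic acid high control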
hgDAF12 agonist – H. glycines DAF-12 receptor agonists, primary screen, cell-based, luminescence, HEK293, GAL4 fusion, UAS-luciferase | Nuclear hormone receptor DAF-12 (Heterodera glycines), GAL4 fusion | HEK293 GAL4-hgDAF12 UAS-luciferase reporter, agonist luminescence; normalized to butyrate control | activation, % at 6.8 µM | 370,000 compounds, 1.8% hits | AID 687014, 2013;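 active = activation above a cutoff set at the mean of all screened compounds plus 3 SD, cut at about 10% in these data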;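 note: 0% = DMSO wells and 100% = sodium butyrate wells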
PLC-beta3 inh – human PLC-beta3 inhibitors, primary screen, biochemical, fluorescence. 1-phosphatidylinositol 4,5-bisphosphate phosphodiesterase beta-3 (Homo sapiens), Q01970. Purified PLC-beta3, fluorogenic substrate. inhibition, % at 12.2 µM. 370,000 compounds, 0.18% hits. AID 720704, 2013; in the data active = inhibition above about 11%;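 note: 0% = median of compound wells on plate and 100% = full blocker control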
DAX1 inh-1 – DAX1 (NR0B1) inhibitors, primary screen, cell-based, HEK293, Gal4-DAX1, luciferase luminescence. HEK293 Gal4-DAX1 luciferase reporter. inhibition, % at 6.75 µM. 340,000 compounds, 0.99% hits. AID 504766, 2011;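 active = inhibition above the mean over all tested compounds plus 3 SD, cut at about 4.2% in these data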;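 note: 0% = DAX1-transfected cells with DMSO and 100% = empty-vector control cells with DMSO; inhibition shows as a rise in luminescence from relieved DAX1 repression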
DAX1 inh-2 – DAX1 (NR0B1) inhibitors on StAR promoter, primary screen, cell-based, luminescence, SF-1 (NR5A1), full-length DAX-1; HEK293T StAR-luciferase reporter, SF-1/DAX-1 repression relief; inhibition, % at 6.8 µM; 370,000 compounds, 1.1% hits; AID 652010, 2013;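 active = inhibition above the mean over all tested compounds plus 3 SD, cut at about 3.6% in these data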;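 note: 0% = DAX-1 cells with DMSO and 100% = cells lacking DAX-1 with DMSO; higher inhibition means more luminescence from relief of DAX-1 repression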
HGIII-sPLA2 inh – human group III sPLA2 inhibitors, primary screen, biochemical, QFRET, BODIPY PC-A2 liposome substrate; 370,000 compounds, 0.56% hits; inhibition, % at 12.2 µM; Group 3 secretory phospholipase A2 (Homo sapiens), Q9NZ20; QFRET BODIPY PC-A2 liposome hydrolysis, fluorescence;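 active = inhibition above mean plus 3 SD of compounds lying within the high and low control bounds, cut at about 19% in these data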;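 note: 0% = median of test compound wells and 100% = no enzyme DMSO wells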
Target sequence (Q9NZ20 whole entry, looked up): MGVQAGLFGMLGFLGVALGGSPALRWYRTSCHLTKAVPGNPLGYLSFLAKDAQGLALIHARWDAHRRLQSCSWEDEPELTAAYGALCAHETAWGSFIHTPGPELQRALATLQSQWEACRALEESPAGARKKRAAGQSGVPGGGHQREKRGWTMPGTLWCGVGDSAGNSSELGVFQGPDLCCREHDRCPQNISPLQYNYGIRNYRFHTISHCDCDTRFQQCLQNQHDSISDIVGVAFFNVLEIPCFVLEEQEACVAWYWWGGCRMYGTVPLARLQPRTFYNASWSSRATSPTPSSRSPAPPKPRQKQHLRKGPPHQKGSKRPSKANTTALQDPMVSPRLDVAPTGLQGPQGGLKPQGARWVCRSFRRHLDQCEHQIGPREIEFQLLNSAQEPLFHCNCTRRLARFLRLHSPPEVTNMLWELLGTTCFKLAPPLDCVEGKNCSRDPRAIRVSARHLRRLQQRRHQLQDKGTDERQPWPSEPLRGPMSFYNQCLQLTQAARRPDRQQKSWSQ
GAA850 FXN act – FXN promoter activators, primary screen, cell-based, luciferase luminescence, HEK293 lucGAA850 | HEK293 lucGAA850 FXN promoter luciferase reporter, 24 h; percent of 10 µM SAHA response | activation, % at 6 µM | 360,000 compounds, 0.56% hits | AID 540364, 2011;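 active = activation above the average of all compounds screened plus 3 SD, cutoff fixed separately per campaign, cut at about 7.5% in these data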;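 note: 0% = DMSO wells and 100% = 10 µM SAHA wells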
The depositor's hits bear a star; x = not tested or not shown.

SMILES	PG9 Ab binder	NR1D1 modulator	SMARCA2 act	ssDAF-12 act	hcDAF12 agonist	hgDAF12 agonist	PLC-beta3 inh	DAX1 inh-1	DAX1 inh-2	HGIII-sPLA2 inh	GAA850 FXN act
Cc1nc2cc(C(F)(F)F)ccc2n1C1CCN(CC(=O)N2CCCC2)CC1	1.8	-5	-1	-1.7	-0.2	-0.3	-7	-1.1	1.0	1	0.0
N#C/C(=C\c1cccc(O)c1)C(=O)Nc1ccc2c(c1)OCCO2	-1.4	4	2	-1.3	-0.8	1.2	-1	1.5	0.8	-17	0.5
O=C1CC[C@@H]2CC3(C[C@@H]4CCN1[C@H]24)Nc1ccccc1NC3=NC1CCCCC1 (some centres not stated)	-0.2	0	-1	-1.0	-1.3	1.5	0	5.2*	-0.1	2	1.7
CN(CC(=O)Nc1cccc(C(F)(F)F)c1)C1=NS(=O)(=O)c2ccccc21	2.2	0	2	-1.3	-1.2	-1.9	-1	0.4	0.8	-7	0.5
N#C/C(=C\c1ccc(O)cc1)c1nc2ccccc2o1	-1.1	7	7	0.1	3.1	3.4	-56	2.2	0.8	-21	6.6
Cc1cc(C)c(C(=O)N(CCN(C)C)CC2CCCN(Cc3ccccc3F)C2)o1 (configuration not stated)	-2.7	-7	-2	-1.1	0.9	2.1	-9	0.2	0.9	-5	-1.3
Cc1ccsc1C(=O)N1CCCC(N2CCN(c3cccc(Cl)c3)CC2)C1 (configuration not stated)	-2.8	-2	-1	-1.6	-2.0	-4.2	-2	0.3	0.3	-7	-1.2
COC(=O)c1cccc(S(=O)(=O)N2CCC(C)CC2)c1	1.4	-2	-3	-1.3	-2.5	-1.3	5	1.0	0.8	-1	1.1
Cn1c(SCC(=O)NCC2CCCO2)nnc1-c1ccc(S(=O)(=O)N2CCCC2)cc1 (configuration not stated)	-0.7	-1	-4	-1.2	-2.0	-1.2	-1	1.8	0.2	-6	1.5
Nc1ccc(Sc2ccc([N+](=O)[O-])cc2)cc1	0.4	-2	1	-1.1	-0.3	-1.7	2	-0.8	-0.7	15	2.1
N/C(=N\OC(=O)c1ccccc1)c1ccn[nH]1	0.0	-11	7	0.7	4.5	9.9	-8	0.6	12*	3	3.5
COc1cc(OC)cc(-c2ncc3ccccn23)c1	0.5	4	1	-0.3	0.2	-0.9	-36	-1.5	0.6	1	0.6
O=C(NCCc1ccccn1)c1cccnc1Oc1ccc(Cl)cc1	-1.1	-1	1	-1.8	-1.7	-2.9	-8	2.6	-0.2	-5	1.2
COCCCN1C(=O)[C@H](CC(=O)NCCc2ccccc2OC)[C@]2(C(=O)OC)CCCCC=C12	x	-2	0	-1.0	-1.8	3.1	-2	x	-0.4	10	x
CCC(C)NC(=O)C1(O)c2cc(Br)ccc2NC(=O)N1c1cccc(OC)c1 (configuration not stated)	0.2	1	-1	-0.8	1.2	-0.1	0	-1.1	-0.2	0	1.9
Cc1ccc(Nc2cc(C)c3c(O)cccc3n2)cc1C	2.2	0	0	-0.3	4.1	15*	-73	1.5	1.4	-7	4.0
Cc1ccc(NC(=O)COc2ccccc2CNC(C)(C)CC(C)(C)C)cc1	0.1	0	-2	-0.7	-3.2	0.0	0	-0.9	1.4	5	-8.1
COc1cc(/C=C2\SC(=O)NC2=O)ccc1Oc1ccc([N+](=O)[O-])cc1[N+](=O)[O-]	-1.6	-2	1	-2.1	0.1	1.2	-3	-0.3	-0.6	-10	2.8
COc1ccc(NC(=O)C(NC(C)=O)C(=O)NCc2ccccc2Cl)cc1 (configuration not stated)	-1.0	-2	1	-1.3	-1.9	-0.7	0	-0.6	-1.2	-3	0.9
O=c1cc(O)c(-c2ccc(Cl)cc2)c(Cl)[nH]1	-0.6	-4	-1	-1.4	1.3	3.8	-5	-0.9	0.2	1	0.1
O=C1c2cc(F)ccc2OC2(CCNCC2)C12CC(c1ccccc1)=NO2 (configuration not stated)	-3.0	0	0	-1.6	-0.2	-1.2	-2	1.1	0.1	0	0.2
O=C(CSCc1c(Cl)cccc1Cl)NCc1ccco1	2.1	-5	-2	-1.3	-0.6	0.7	0	-0.4	0.1	-2	-3.2
COc1ccccc1N1CCN(C(=S)NC(=O)/C=C/c2ccc(F)cc2)CC1	-2.4	1	3	-1.2	-0.7	-0.5	-8	x	0.4	3	2.1
Cc1cc(C)cc(NC(=O)C(OC(=O)c2ccc([N+](=O)[O-])o2)c2ccccc2)c1 (configuration not stated)	-0.9	-1	3	-1.3	-1.6	5.2	2	-0.7	-0.5	-26	2.3
Cc1ccc(C(=O)NCC(=O)OCC(=O)c2ccc(Cl)s2)cc1	-1.1	2	3	-0.6	-0.5	0.3	0	0.1	-0.8	-3	-0.8
CC1(C(=O)NS(=O)(=O)c2ccc(Cl)cc2)CCN1C(=O)Cc1ccc(-c2ccccc2)cc1 (configuration not stated)	-0.9	4	4	-1.8	0.4	-0.2	-8	x	-0.3	-46	1.2
COc1cc(OC)c(NC(=O)[C@@H]2CCC(=O)N2C2OC(=O)c3c2ccc(OC)c3OC)cc1Cl (some centres not stated)	0.6	4	0	-1.2	-0.9	-0.6	7	2.8	0.2	-2	1.2
COCCNC(=S)N(CCCO)Cc1cc2cc3c(cc2[nH]c1=O)OCCO3	0.1	2	-2	-1.9	-1.6	0.9	-41	1.0	-0.3	0	2.9
CCN(CC(=O)NCc1cccs1)C(=O)/C=C/c1cc(OC)c(OC)c(OC)c1	0.3	7	-2	-0.2	-1.4	-0.4	-53	-0.2	-0.8	2	0.9
Cc1ccccc1S(=O)(=O)NC(=O)C1(C)CCN1C(=O)Cc1ccccc1Cl (configuration not stated)	-2.9	-8	-3	-0.9	-1.9	2.7	1	x	-0.7	8	-1.4
CCOC(=O)C1=C(O)C(Nc2nc3ccccc3s2)(C(F)(F)F)N=C1C (configuration not stated)	-0.9	4	-2	-0.2	-0.5	1.5	-2	-0.1	-0.2	-2	-0.1
Cc1ccc(NC(=O)C(C)c2cccc(C(=O)c3ccccc3)c2)cc1O (configuration not stated)	0.9	-5	-5	-2.5	-4.3	-5.0	-4	-3.7	-2.6	-43	-2.2
CCOC(=O)c1oc2ccccc2c1NC(=O)c1ccc(Cl)s1	-2.5	1	-1	-1.2	-1.6	0.8	1	1.1	-0.2	15	2.0
CC1CN(CCOCCSc2ccccc2)CC(C)O1 (configuration not stated)	-2.0	2	4	-0.4	-0.8	0.5	1	-1.8	0.3	1	3.9
Cc1csc(SCC(=O)Nc2ccc(F)cc2Cl)n1	0.8	4	1	-1.2	-1.1	-1.2	0	0.5	0.9	-2	2.2
COc1ccc(-n2c(C)nc3cc(C(=O)NCCN4CCOCC4)ccc32)cc1	1.1	-2	-1	-1.3	-1.4	0.0	-1	0.5	-0.7	0	-0.1
Cc1ccc(C)c(S(=O)(=O)NCC(c2ccc3c(c2)OCO3)N2CCOCC2)c1 (configuration not stated)	1.2	-1	-2	-0.3	0.4	0.3	-3	0.5	-2.0	-8	2.1
COc1ccc(C(=O)Nc2ccc(Cl)cc2C(=O)NCCN2CCOCC2)cc1	-2.3	0	-2	-1.0	0.8	-1.9	-5	-0.4	-0.7	-1	-2.6
COc1ccc(S(=O)(=O)N(C)C)cc1NC(C)C(=O)Nc1cccc(C#N)c1 (configuration not stated)	-1.4	-3	-2	-1.2	-1.2	-1.8	-10	-1.4	-1.6	-7	0.0
N#Cc1ccc(CN2CCN(C(=O)CNC(=O)Cc3cccc4ccccc34)CC2)cc1	-0.8	-4	-3	-0.9	-2.3	-0.6	-2	-4.1	-5.1	-3	-4.7
Cc1ccc(S(=O)(=O)N(C)c2ccc(OCC(=O)Nc3ccc(C(=O)N(C)C)cc3)cc2)cc1C	-0.6	2	-3	-0.6	-0.5	-0.3	-2	1.0	-0.3	0	1.3
CC(=O)Nc1cccc(Oc2ncccc2[N+](=O)[O-])c1	-1.6	-4	0	-1.2	0.3	-0.1	-1	0.4	-0.7	5	-0.5
CN1CCc2nc(NC(=O)COc3ccc4ccccc4c3)sc2C1	2.4	-7	0	-1.4	1.9	-4.8	-5	-4.4	-3.5	-10	0.2
COc1ccc(S(=O)(=O)N(C)C[C@@H]2OCCCC[C@@H](C)Oc3ccc(NC(=O)NC(C)C)cc3C(=O)N([C@H](C)CO)C[C@@H]2C)cc1	-1.1	2	0	-0.9	-1.4	-2.0	3	1.1	1.4	-12	-1.0
O=C(O)CCCC(=O)NCc1ccccn1	-0.4	-2	3	-0.6	-1.6	3.5	1	0.2	0.7	2	-0.9

Brought forward from above: 3 entries, followed by the next part.
SMILES	PG9 Ab binder	NR1D1 modulator	SMARCA2 act	ssDAF-12 act	hcDAF12 agonist	hgDAF12 agonist	PLC-beta3 inh	DAX1 inh-1	DAX1 inh-2	HGIII-sPLA2 inh	GAA850 FXN act
CN1CCc2nc(NC(=O)COc3ccc4ccccc4c3)sc2C1	2.4	-7	0	-1.4	1.9	-4.8	-5	-4.4	-3.5	-10	0.2
COc1ccc(S(=O)(=O)N(C)C[C@@H]2OCCCC[C@@H](C)Oc3ccc(NC(=O)NC(C)C)cc3C(=O)N([C@H](C)CO)C[C@@H]2C)cc1	-1.1	2	0	-0.9	-1.4	-2.0	3	1.1	1.4	-12	-1.0
O=C(O)CCCC(=O)NCc1ccccn1	-0.4	-2	3	-0.6	-1.6	3.5	1	0.2	0.7	2	-0.9
O=C(c1ccc(S(=O)(=O)N2CCOCC2)cc1)N1CCc2ccccc2C1	2.1	2	-5	-0.1	2.5	-1.1	4	1.6	-0.1	6	-2.2
Cc1ccccc1NC(=O)C1Cc2ccccc2CN1C(=O)c1ccco1 (configuration not stated)	1.4	4	7	-0.2	2.4	8.5	-18	5.4*	1.4	-1	2.5
COc1ccc(-c2ccc([C@H]3[C@H]4C=CC[C@@H](C)[C@@H]4C(=O)N3Cc3ccccc3)c(F)c2)cc1	-0.1	2	-1	-1.3	-1.2	2.6	0	0.6	0.1	2	-0.2
COC(=O)[C@]12CCCCC=C1N(Cc1ccccc1)C(=O)[C@H](CC(=O)NCCc1ccccc1OC)C2	-2.1	2	-2	-1.1	-0.6	-1.7	2	x	-1.1	-6	x
